Screens as filed in PubChem.
PLC-gamma1 inh = inhibitors of human phospholipase C gamma1; inhibition, % at 12.2 µM; actives 0.84% (n = 370,000); purified PLC-gamma1, fluorogenic substrate, fluorescence; in the data active = inhibition above about 9.5%
ASAP1 inh = ASAP1 ArfGAP inhibition | Q9ULH1 | ASAP1-stimulated ARF1 GTP hydrolysis, GDP FP detection | inhibition, % at 16.5 µM | actives 0.19% (n = 360,000); in the data active = inhibition above about 25%;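 note: 0% = vehicle with enzyme and substrate and 100% = no enzyme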
Tn6 DDE FP = disrupts Tn6 cyclic peptide binding to fibrin D-Dimer-E complex; P02675; Fibrin DD(E) TRITC-Tn6 fluorescence polarization displacement; inhibition, % at 8.3 µM; actives 0.21% (n = 370,000);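 active = inhibition above a per-campaign cutoff: mean of compounds within control limits plus 3 SD, cut at about 15% in these data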;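 note: 0% = median of all compound wells on the plate and 100% = blocking peptide control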
ADAM10 inh = ADAM10 inhibition, QFRET primary screen; inhibition, % at 7 µM; O14672; recombinant ADAM10, EDANS/DABCYL FRET peptide cleavage, 3 h; actives 0.62% (n = 370,000);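 active = inhibition above a per-campaign cutoff equal to the mean of compounds falling between control-based bounds plus 3 SD, cut at about 20% in these data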;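 note: 0% = DMSO wells while the 100% control is not disclosed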
Target sequence (O14672 214-748 limits assumed): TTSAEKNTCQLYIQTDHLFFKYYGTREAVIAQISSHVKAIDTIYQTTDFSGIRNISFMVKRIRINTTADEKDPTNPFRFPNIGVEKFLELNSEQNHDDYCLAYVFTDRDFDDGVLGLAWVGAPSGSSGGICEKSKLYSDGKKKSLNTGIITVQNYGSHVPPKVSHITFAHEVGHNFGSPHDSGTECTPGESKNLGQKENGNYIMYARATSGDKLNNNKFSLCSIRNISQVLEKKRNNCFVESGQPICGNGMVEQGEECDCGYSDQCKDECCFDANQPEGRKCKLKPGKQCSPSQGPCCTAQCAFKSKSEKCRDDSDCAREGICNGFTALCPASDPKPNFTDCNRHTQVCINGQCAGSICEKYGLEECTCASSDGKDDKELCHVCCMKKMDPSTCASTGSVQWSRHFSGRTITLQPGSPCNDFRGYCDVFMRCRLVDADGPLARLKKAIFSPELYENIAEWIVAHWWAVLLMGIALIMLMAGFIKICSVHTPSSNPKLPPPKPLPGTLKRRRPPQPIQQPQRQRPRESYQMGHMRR
LEDGF integ inh = blocks HIV-1 LEDGF/p75-dependent DNA integration; TR-FRET IN-LEDGF/p75 DNA integration, Eu/Cy5; inhibition, % at 3.7 µM; actives 0.64% (n = 370,000);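 active = inhibition above the screen-wide mean plus 3 SD, cut at about 13% in these data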;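 note: signal is the Cy5 over europium emission ratio at 671 and 618 nm; 0% = plate median of compound wells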
ADAM17 inh = ADAM17 inhibition, QFRET primary screen; actives 0.83% (n = 370,000); inhibition, % at 6.95 µM; recombinant ADAM17, EDANS/DABCYL FRET peptide cleavage; AID 720648;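 active = inhibition above the mean of compounds lying between control limits plus 3 SD, set per campaign, cut at about 8.5% in these data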;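 note: 0% = DMSO-only wells as the low control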
TDP2 inh = blocks human TDP2 phosphodiesterase activity. recombinant TDP2, T5PNP hydrolysis, p-nitrophenol absorbance 415 nm. inhibition, % at 12.8 µM. actives 0.34% (n = 370,000);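 active = inhibition above the mean of all tested compounds plus 3 SD, set per campaign, cut at about 25% in these data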;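 note: 0% = DMSO with enzyme and 100% = buffer with substrate but no TDP2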
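System – recombinant human TDP2 · Quantity – TDP2 enzyme at 120 nM final · Doses – single concentration, 12.8 µM nominal, with 1% DMSO · Incubation – 2 h at 37 °C · Measured by – epi absorbance of p-nitrophenol freed from T5PNP by hydrolysis · Read-out – % inhibition relative to enzyme-containing and enzyme-free wells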
ARFGAP1 inhibitor = inhibitors of rat ARFGAP1; AID 651572; Arfgap1-stimulated ARF1 GTP hydrolysis, GDP FP detection; Q62848; actives 0.26% (n = 360,000); inhibition, % at 16.5 µM;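 active = inhibition above a per-plate limit, mean inhibition of low control wells plus 3 SD, cut at about 25% in these data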;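 note: 0% = DMSO wells with enzyme and 100% = wells lacking Arfgap1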
Target sequence (Q62848 1-136 limits assumed): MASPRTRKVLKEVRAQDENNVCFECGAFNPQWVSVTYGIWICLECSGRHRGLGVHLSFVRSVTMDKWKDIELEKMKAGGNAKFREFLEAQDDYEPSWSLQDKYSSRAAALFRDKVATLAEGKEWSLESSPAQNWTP
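system = rat Arfgap1 catalytic domain, aa 1-136 | technique = FP, GDP Alexa 633 tracer displaced from anti-GDP antibody, 620/688 nm | compound = one concentration, 16.5 µM, DMSO 1.26% | medium = HEPES-based buffer, pH 7.5 | timing = compound-enzyme preincubation 20 min, reaction 120 min, detection 60 min, 25 °C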
DDE Tn7 FP inh = DD(E)-Tn7 binding inhibition, primary FP screen. inhibition, % at 8.3 µM. P02675. actives 0.13% (n = 370,000). FP displacement of FITC-Tn7 peptide from fibrin DD(E); 0% = median of compound wells per plate. AID 720508;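 active = inhibition above the mean of compounds falling within the control limits plus 3 SD of them, cut at about 14% in these data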;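 note: 0% = plate median of compound wells and 100% = 10 µM Aha-Tn7 peptide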
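system = human fibrin DD(E) protein | quantity = DD(E) 2 µM final | medium = Tris/NaCl/CaCl2 buffer, pH 7.8 | also added = labelled Tn7 tracer, 0.1 µM | compound dosing = single point at 8.3 µM | timing = compound with protein 10 min, then 3 h after probe, room temperature | signal = FP measurement | benchmarks = Aha-Tn7 high control | repeats = one replicate per compound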
proKLK7 act = activators of human kallikrein-7 zymogen | purified proKLK7, EDANS-DABCYL substrate fluorescence; 100% is mature enzyme control, 0% vehicle | P49862 | actives 0.9% (n = 370,000) | activation, % at 7 µM;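 active = activation above the mean of all tested compounds plus 3 SD, computed per campaign excluding outliers beyond control limits, cut at about 13% in these data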
Target sequence (P49862 whole entry, looked up): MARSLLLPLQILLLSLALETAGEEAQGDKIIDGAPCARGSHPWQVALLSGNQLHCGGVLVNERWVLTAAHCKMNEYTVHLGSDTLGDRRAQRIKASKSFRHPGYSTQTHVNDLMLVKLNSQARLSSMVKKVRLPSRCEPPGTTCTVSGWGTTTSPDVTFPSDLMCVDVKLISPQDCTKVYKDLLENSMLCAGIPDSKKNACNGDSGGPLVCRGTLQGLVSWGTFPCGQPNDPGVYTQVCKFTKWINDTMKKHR
Starred values were filed as active, the others as inactive; i = inactive; / = not tested or not shown.

SMILES	PLC-gamma1 inh	ASAP1 inh	Tn6 DDE FP	ADAM10 inh	LEDGF integ inh	ADAM17 inh	TDP2 inh	ARFGAP1 inhibitor	DDE Tn7 FP inh	proKLK7 act
Cc1ccc(N(C(=O)Cn2nnc3ccccc32)C(C(=O)NC2CCCCC2)c2cn(C)nc2C)cc1 (stereo not drawn)	3.4	-4.5	-10.5	1.5	-1.1	-4.1	2.1	5.8	5.0	0.2
CC(C)(c1ccccc1)c1ccc(OCC(O)CNC2CCN(Cc3ccccc3)CC2)cc1 (stereo not drawn)	9.0	6.4	-1.0	-0.9	-2.4	0.1	-4.0	-7.8	2.9	0.0
Cc1cc(=O)oc2cc(OCc3ccc(C(=O)OCC(=O)NC4CCS(=O)(=O)C4)cc3)ccc12 (stereo not drawn)	-6.1	9.0	1.2	-44.0	2.0	-39.4	11.8	-2.9	-6.5	0.9
O=c1c2ccccc2n(Cc2ccno2)n1[C@@H](Cc1ccccc1)Cn1cc(-c2ccc(-c3ccccc3)cc2)nn1	-25.8	/	-1.5	-89.1	5.5	-21.4	-10.0	/	4.4	-7.3
Cn1cnc([N+](=O)[O-])c1Oc1ccc2ccccc2c1	0.8	-15.3	-0.9	-1.4	0.9	-0.5	-13.0	-2.6	0.8	-0.5
COc1ccc(C(=O)C(C)OC(=O)c2cccc(S(=O)(=O)Nc3c(C)n(C)n(-c4ccccc4)c3=O)c2)cc1 (stereo not drawn)	4.8	-14.5	-8.2	9.8	1.6	7.2	-13.4	-15.5	-7.7	0.9
O=C(Cc1cccs1)N(Cc1cccs1)C1(C(=O)NC2CCCCC2)CCCCC1	-0.5	-14.3	9.3	6.2	0.9	-3.8	2.6	10.9	3.0	0.8
COC(=O)c1cnn(-c2nc3c(C)cccc3s2)c1C	1.2	-27.2	-4.3	3.1	2.3	-3.3	7.1	-14.2	7.0	-0.9
COC(=O)N1CC(C)N(C(=O)OC)CC1C (stereo not drawn)	6.8	13.4	-3.0	1.0	-1.5	-2.6	-7.5	-13.3	1.0	0.4
Cc1cccc(C(=O)NNC(=O)c2csc(N3CCOCC3)n2)c1C	-11.6	13.2	13.5	-4.5	-0.9	-0.8	-10.2	-5.7	1.2	0.7
O=C(NC(=S)Nc1ccc(CN2CCCCC2)cc1)c1cc2ccccc2o1	4.1	-10.8	3.1	14.3	2.5	4.4	-18.9	-5.5	-2.6	0.2
CC(C)(C)C(=O)N1CCCC1C(=O)O (stereo not drawn)	2.5	-7.2	6.2	-7.2	-2.7	1.4	-8.6	4.0	-6.3	-0.7

A second format for some results above:
Each structure is followed by: PLC-gamma1 inh | ASAP1 inh | Tn6 DDE FP | ADAM10 inh | LEDGF integ inh | ADAM17 inh | TDP2 inh | ARFGAP1 inhibitor | DDE Tn7 FP inh | proKLK7 act
- Cc1cccc(C(=O)NNC(=O)c2csc(N3CCOCC3)n2)c1C
  -11.6 | 13.2 | 13.5 | -4.5 | -0.9 | -0.8 | -10.2 | -5.7 | 1.2 | 0.7
- Cc1cc(=O)oc2cc(OCc3ccc(C(=O)OCC(=O)NC4CCS(=O)(=O)C4)cc3)ccc12 (stereo not drawn)
  -6.1 | 9.0 | 1.2 | -44.0 | 2.0 | -39.4 | 11.8 | -2.9 | -6.5 | 0.9
- CC(C)(c1ccccc1)c1ccc(OCC(O)CNC2CCN(Cc3ccccc3)CC2)cc1 (stereo not drawn)
  9.0 | 6.4 | -1.0 | -0.9 | -2.4 | 0.1 | -4.0 | -7.8 | 2.9 | 0.0

(list continues)
SMILES	PLC-gamma1 inh	ASAP1 inh	Tn6 DDE FP	ADAM10 inh	LEDGF integ inh	ADAM17 inh	TDP2 inh	ARFGAP1 inhibitor	DDE Tn7 FP inh	proKLK7 act
COC(=O)CCCn1cc(CN2CC=CS2(=O)=O)nn1	-2.0	/	-1.2	-6.7	-3.2	-5.3	-0.5	/	1.5	-0.4
O=S(=O)(Nc1ccc(Cl)cn1)c1cccs1	-0.6	5.3	1.2	7.0	0.3	-2.9	-13.6	-5.5	-3.5	0.5
O=C(NCC1COc2ccccc2O1)C1CCCN(S(=O)(=O)c2cccc3nsnc23)C1 (stereo not drawn)	-1.9	6.5	4.6	-3.5	-1.3	0.9	-0.7	3.9	0.8	0.8
CCCN1C(=O)C(O)(c2c(C)[nH]c3ccccc23)c2ccccc21 (stereo not drawn)	-10.1	0.2	4.9	-8.4	0.3	-8.4	2.7	2.0	7.0	0.9
COc1cc2c(cc1NC(=O)C(C)Sc1ccc(C)cc1)oc1ccccc12 (stereo not drawn)	2.0	15.0	-1.9	-6.0	-0.8	-0.2	5.1	7.9	-4.2	-0.2
CSc1ncccc1C(=O)N1CCN(S(=O)(=O)c2ccc3c(c2)OCCO3)CC1	4.6	11.1	2.8	9.2	-0.6	1.4	-7.7	-0.4	4.7	0.6
COc1ccccc1/C=C/C(=O)Nc1cccc(C(C)=O)c1	0.3	-4.6	-0.7	8.6	-0.4	0.4	-6.6	14.3	-1.7	0.2
O=C(COC(=O)c1cccnc1Nc1ccccc1F)NCc1ccc2c(c1)OCO2	-1.5	2.3	-5.3	3.9	1.5	2.5	5.5	7.7	-1.1	-0.6
CCOC(=O)C1CCN(C(=O)c2sc3nc(-c4ccccc4)cn3c2C)CC1	-1.6	4.4	1.4	3.7	-1.0	2.1	-2.9	2.6	-1.5	-0.4
O=C(CCn1nnc(-c2cccs2)n1)N1CCCCC1	1.5	/	11.4	4.1	1.3	3.6	8.8	/	-7.1	-0.3
COc1ccccc1NC(=O)COC(=O)c1ccccn1	-2.0	-0.1	1.9	-3.5	-1.0	-1.4	-10.1	-16.3	-2.8	0.2
COc1ccc(C(=O)/C=C/N(C)C)cc1	-8.4	12.1	-3.2	8.0	-0.1	5.9	-5.8	0.8	-1.1	0.4
C/C(=C1\SC(N2CCOCC2)=NC1=O)c1ccccc1	2.8	1.9	4.9	10.4	-1.4	3.8	-4.4	7.1	0.3	0.9
COC(=O)c1ccccc1NS(=O)(=O)c1c(C)noc1C	3.3	-3.0	-10.7	9.0	2.6	-2.4	1.0	-2.9	2.2	0.2
O=S1(=O)c2c(cccc2N2CCSCC2)Oc2ccccc2CN1Cc1cn(Cc2cccc(F)c2)nn1	-4.9	/	-2.0	5.2	4.5	4.1	2.6	/	-0.4	0.3
COC(=O)[C@]12C[C@H](CC(=O)N3CCSCC3)C(=O)N(Cc3ccco3)C1=C[C@H](C1CCCC1)O[C@@H]2C	0.1	/	-6.3	0.8	0.8	-3.3	2.5	/	-2.2	0.4
CC(=O)Nc1ccc(S(=O)(=O)C(C#N)c2nc3ccccc3nc2NCCN2CCOCC2)cc1 (stereo not drawn)	-39.2	11.1	6.9	-152.4	0.8	-48.6	2.7	5.3	6.5	-0.8
COc1ccc(NC(=O)CN2C(=O)CC(C)S(=O)(=O)c3ccccc32)cc1 (stereo not drawn)	1.0	-14.7	-9.7	1.7	-2.2	-4.4	5.0	5.0	-3.4	0.0
Cc1cc(O)ccc1Nc1nc(-c2sc(N)nc2C)cs1	-3.7	-5.7	3.0	-5.5	5.8	-2.2	17.3	-17.7	6.1	0.0
COc1ccccc1CC(=O)Nc1ccc([N+](=O)[O-])cc1OC	5.7	3.8	-3.4	9.3	0.2	3.8	-3.9	-5.0	-0.8	-0.3
COc1ccc(OC)c(NS(=O)(=O)c2ccc(SC)cc2)c1	2.8	3.9	11.0	-8.0	2.8	-4.8	-1.0	6.4	5.1	-0.3
CCC(C)(C)NC(=O)CCn1c(-c2ccccc2)cc(C(C)=O)c1C	1.0	-1.2	-9.1	-2.5	-1.0	-1.4	8.7	-4.4	-3.8	-0.6
CC(=O)Oc1ccc(Cn2c(C)c(C(=O)NC3CC3)sc2=O)cc1	1.5	-5.3	2.9	-3.6	-0.8	-0.9	1.2	10.9	-2.8	0.2
COc1ccc(CCNC(=O)c2cnc3ccccc3n2)cc1	-4.0	4.3	-6.6	2.1	-5.8	-3.1	5.1	12.8	1.1	0.0
CN1CC(=O)Nc2ccccc2C1=O	-1.4	-2.3	8.0	2.3	1.0	-0.5	-1.9	19.8	2.3	-0.1
Cc1ccc(C)c(S(=O)(=O)N2CCN(C(=O)[C@H](C)N3C(=O)C4CC=CCC4C3=O)CC2)c1 (stereo partly drawn)	-2.4	-8.2	5.9	-10.1	-4.1	-5.2	2.4	4.2	-2.7	0.2
Cc1ccccc1-n1c(=O)[nH]c(=O)c2c(N)c(C(=O)c3ccc(Cl)cc3)sc21	-6.2	4.6	-5.4	-3.2	-0.7	-2.8	7.4	6.1	6.0	0.0
CCN(CC)C(=O)[C@H]1C[C@H](CC(=O)NC(C)(C)C)C(=O)N2CCc3c([nH]c4cc(-c5ccco5)ccc34)[C@]12C	i	5.1	4.3	i	5.2	-122.7	-13.6	5.2	-8.6	109.3*
O=C(C1CCN(S(=O)(=O)c2cnc[nH]2)CC1)N1CCN(c2ccc([N+](=O)[O-])cc2)CC1	0.8	-2.0	-2.7	44.9*	1.8	1.6	-1.5	-7.5	2.9	-0.5
COC(=O)[C@]12C[C@H](CC(=O)N3CCSCC3)C(=O)N(Cc3ccc4c(c3)OCO4)C1=C[C@H](C(C)(C)C)O[C@@H]2C	-1.1	-4.6	8.2	-2.0	-2.4	-1.7	-4.8	3.2	10.7	0.2
O=C(N/N=C/c1cc(Cl)cc([N+](=O)[O-])c1O)c1ccccc1NS(=O)(=O)c1cccs1	0.6	-6.3	0.9	-6.5	-5.3	-2.4	-12.2	2.1	6.6	0.0
CCc1ccc(OCCSc2nc3ccccc3n2CCC(=O)O)cc1	1.3	-4.8	11.7	-0.3	-1.7	-4.5	4.0	1.7	7.7	0.5
COc1ccc(CNN2CCCCC2C(=O)Nc2ccc(OC)c(OCC(C)C)c2)cc1OC (stereo not drawn)	5.2	1.4	-8.0	6.5	1.4	-0.4	-22.1	-15.1	0.2	-0.5
Cc1nc(-c2cccc(NC(=O)c3cc4cc(Br)ccc4oc3=O)c2)cs1	3.5	11.8	4.5	1.9	3.0	3.5	-2.0	-2.7	-15.3	-0.1
CN(CCC1CCOCC1)C(=O)CC1C(=O)NCCN1Cc1cccc(F)c1 (stereo not drawn)	-15.3	4.7	-3.1	-20.9	-0.3	-11.1	18.9	4.2	1.2	0.1
Cc1cccc(C)c1OCC(O)CN (stereo not drawn)	3.6	5.7	2.2	1.4	0.9	-0.8	-8.7	5.1	-7.3	-0.2
CN1CCN(C(=O)C2=C[C@H](c3ccccc3)C[C@H](OCc3ccc(CO)cc3)O2)CC1	-0.1	-3.5	-4.6	-3.1	0.2	-0.9	13.7	0.5	0.5	-0.4
Cc1cc(=O)[nH]c(-c2ccc(Cl)cc2)n1	-1.2	-5.2	-2.4	-3.9	5.6	-1.6	-1.5	-7.5	-3.8	0.2
Cc1nc2cc(-c3ccc(F)cc3)[nH]n2c(=O)c1C	-4.5	3.2	5.2	-46.3	-2.0	-17.1	6.2	-3.8	-2.5	-4.1
